GluA2 TARP mod: GluA2-stargazin AMPA receptor complex modulation; HEK293 GluA2+stargazin, membrane potential dye (FDSS), glutamate EC50; hits were called plate by plate, in both directions; calls only at 30 µM; actives 3.5% (n = 40,000);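 active means any of four per-well response measures lying three or more SD from its plate-wide compound average, in either direction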
Target sequence (O88602 whole entry, looked up): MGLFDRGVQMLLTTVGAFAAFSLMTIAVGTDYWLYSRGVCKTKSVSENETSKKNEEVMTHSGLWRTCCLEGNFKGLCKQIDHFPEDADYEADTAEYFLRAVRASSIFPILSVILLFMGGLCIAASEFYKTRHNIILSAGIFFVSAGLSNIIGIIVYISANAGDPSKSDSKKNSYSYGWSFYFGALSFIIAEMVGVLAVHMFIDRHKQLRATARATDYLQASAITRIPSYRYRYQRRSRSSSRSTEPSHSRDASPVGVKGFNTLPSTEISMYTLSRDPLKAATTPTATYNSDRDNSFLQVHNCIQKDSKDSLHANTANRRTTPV
Target sequence (P19491 whole entry, looked up): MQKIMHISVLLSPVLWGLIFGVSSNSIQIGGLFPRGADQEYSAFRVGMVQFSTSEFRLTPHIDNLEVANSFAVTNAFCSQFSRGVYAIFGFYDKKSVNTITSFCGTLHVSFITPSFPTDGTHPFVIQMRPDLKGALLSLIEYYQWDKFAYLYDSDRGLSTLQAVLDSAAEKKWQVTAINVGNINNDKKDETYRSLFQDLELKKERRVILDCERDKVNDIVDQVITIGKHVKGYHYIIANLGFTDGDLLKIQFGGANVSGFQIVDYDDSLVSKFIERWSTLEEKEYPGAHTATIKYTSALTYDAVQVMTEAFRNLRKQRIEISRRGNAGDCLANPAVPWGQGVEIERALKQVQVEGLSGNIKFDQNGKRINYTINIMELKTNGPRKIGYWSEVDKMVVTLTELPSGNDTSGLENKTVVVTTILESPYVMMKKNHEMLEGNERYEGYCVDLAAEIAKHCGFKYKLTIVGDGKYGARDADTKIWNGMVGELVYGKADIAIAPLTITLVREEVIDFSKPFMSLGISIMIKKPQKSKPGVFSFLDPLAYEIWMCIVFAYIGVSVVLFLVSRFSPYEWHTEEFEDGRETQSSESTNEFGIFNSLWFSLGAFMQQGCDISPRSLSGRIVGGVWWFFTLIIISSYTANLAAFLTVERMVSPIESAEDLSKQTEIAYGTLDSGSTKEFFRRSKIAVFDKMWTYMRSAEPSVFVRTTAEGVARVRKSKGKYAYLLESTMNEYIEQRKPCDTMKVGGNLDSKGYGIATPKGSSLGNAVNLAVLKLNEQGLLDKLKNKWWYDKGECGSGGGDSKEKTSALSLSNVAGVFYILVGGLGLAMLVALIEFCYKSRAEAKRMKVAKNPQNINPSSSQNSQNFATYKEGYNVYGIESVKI
GluA2 TARP mod agonism max-min: also measured in GluA2 TARP mod; calls as there; compound max-min signal; compound-alone response (agonism);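 unitless range of fluorescence divided by baseline over first 100 seconds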
GluA2 TARP mod glutamate slope: second read-out of GluA2 TARP mod, no call of its own (marks repeat the call); glutamate slope, % of max; measured here: glutamate response slope, % max;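 scaled per plate between vehicle wells and maximal 1 mM glutamate control wells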
Numbers without * were called inactive; i = inactive; + = active, no number. The list is partial; count on the stated rates, not on these rows.

#	Structure	GluA2 TARP mod	GluA2 TARP mod agonism max-min	GluA2 TARP mod glutamate slope
1	C=CCN1CC(c2nc3ccccc3n2Cc2ccccc2Cl)CC1=O (configuration not stated)	i	0.162	52.6
2	O=C(Cn1c(=O)[nH]c2ccccc2c1=O)NCCc1cccs1	i	0.087	45.5
3	COc1ccc(S(=O)(=O)N2CCN(c3ccc(-c4ccco4)nn3)CC2)cc1OC	i	0.0671	32.3
4	COCC(C)(O)CNC(=O)C(=O)Nc1cccnc1 (configuration not stated)	i	0.103	56.8
5	COc1cccc(C(=O)N(Cc2ccncc2)c2nc3c(F)cccc3s2)c1OC	i	0.0754	58.9
6	Cc1nnc(NC(=O)c2ccc(=O)n(Cc3ccc(F)cc3)c2)s1	i	0.111	55.1
7	CCOc1ccc(NC(=O)C(=O)NCCc2ccc(S(N)(=O)=O)cc2)cc1	i	0.0464	41.6
8	COc1ccc(OC)c(S(=O)(=O)NCC(c2cccn2C)N2CCOCC2)c1 (configuration not stated)	i	0.0638	48.3
9	CC(C)(C)NC(=O)NCCC1CCCCN1S(=O)(=O)c1cccs1 (configuration not stated)	i	0.0448	39.4
10	CCc1nc2sc(C(c3ccc(Cl)c(Cl)c3)N3CCCCC3)c(O)n2n1 (configuration not stated)	i	0.101	69.5
11	O=S(=O)(c1ccc2c(c1)OCCO2)N1CCN(c2ccc(-c3ccccc3)nn2)CC1	i	0.0222	26.5
12	CCC(=O)Nc1ccc(Cl)c(NC(=O)c2sc3ccccc3c2Cl)c1	i	0.0547	35.2
13	Cc1ccccc1OCC(O)Cn1c(C2CC(=O)N(c3ccc(Cl)cc3)C2)nc2ccccc21 (configuration not stated)	i	0.144	55.8
14	COc1ccc(S(=O)(=O)Nc2ccc3c(c2)N(C(=O)c2cccs2)CC3)cc1Cl	i	0.0826	58.4
15	CN(C)C(CNC(=O)c1cccc([N+](=O)[O-])c1)c1ccco1 (configuration not stated)	i	0.131	56.9
16	COc1ccc(C(=O)N2CCN(c3ncnc4c3nnn4-c3cccc(OC)c3)CC2)cc1	i	0.0545	57.3
17	COc1ccc2nc(N(Cc3ccncc3)C(=O)CCc3ccccc3)sc2c1	i	0.112	54.1
18	COc1ccc(C(C)=O)cc1CSc1nc2ccccc2c(=O)n1NC(=O)Cc1ccccc1	i	0.11	59.0
19	Cc1ccc(OCC(=O)Nc2ccc(S(N)(=O)=O)cc2)c(Br)c1	i	0.0368	55.1
20	Cc1noc(C2CN(C(=O)CSc3nc4ccccc4o3)C2)n1	i	0.12	58.4
21	Cc1nnc(SCCC(=O)Nc2nc(-c3ccccc3)ns2)s1	i	0.125	64.2
22	CCCCc1ccc(N2CC(C)Cn3c2nc2c3c(=O)n(CCOCC)c(=O)n2C)cc1 (configuration not stated)	i	0.116	71.8
23	CCOC(=O)N1CCC(NC(=O)C(=O)NCCC2=CCCCC2)CC1	i	0.137	44.0
24	Cc1c(NC(C)c2cc(Cl)ccc2O)c(=O)n(-c2ccccc2)n1C (configuration not stated)	+	0.0329*	40.0*
25	COC(=O)c1ccc(NC(=O)C(=O)NCc2ccsc2)cc1	i	0.0331	37.6
26	Cc1ccc(NC(=O)c2ccc(N3CCCCS3(=O)=O)cc2)c(C)c1	i	0.103	58.4
27	Cc1cc(C)cc(OC(C)C(=O)N2CCN(c3ccc4nnc(C)n4n3)CC2)c1 (configuration not stated)	i	0.0856	38.4
28	COc1ccccc1CCNC(=O)Cc1cc(-c2ccc3c(c2)OCCO3)on1	i	0.0208	52.3
29	O=C(NCCOc1cccc(C(F)(F)F)c1)c1ccccc1Cl	i	0.0767	60.5
30	Cc1noc(C2CN(C(=O)c3ccc4c(c3)OCO4)C2)n1	i	0.138	62.4
31	CC(C)Sc1ccc(C(=O)Nc2nc(-c3ccccn3)cs2)cc1	+	0.135*	2.5*
32	CCC(=O)N(Cc1ccco1)c1nc2ccc(OC)cc2s1	i	0.0733	56.7
33	O=C(Cn1cc(-c2nnc(-c3ccccc3)o2)c2ccccc21)NC1CCCCC1	i	0.0906	64.6
34	CC(C)CNc1ncnc2sc3c(c12)CCCC3	i	0.0841	58.7
35	O=C(NC1CCCCC1)N1CCN(Cc2nc(-c3cccs3)cs2)CC1	i	0.174	59.3
36	CC(C)(C)OC(=O)N1CCN(CCNC(=O)CSc2nc3ccccc3o2)CC1	i	0.0651	70.1
37	O=C(NCc1ccco1)C(=O)Nc1ccc(F)c([N+](=O)[O-])c1	i	0.113	71.6
38	O=S(=O)(c1ccccc1F)N1CCN(c2ccc3nncn3n2)CC1	i	0.102	44.2
39	CCOc1ccc(-c2csc(NC(=O)C(C)(C)C)n2)cc1	i	0.0804	74.2
40	COc1cccc(C2=NN(C(C)=O)C(c3ccc4nccnc4c3)C2)c1 (configuration not stated)	i	0.126	54.0
41	CCc1nc(SCC(=O)Nc2ccc(Br)cc2)c(C#N)c2c1CCCC2	i	0.0726	34.6
42	COc1cc(C)c(C)cc1S(=O)(=O)NCCOc1ccc(-c2ccc(C)cc2)nn1	i	0.0346	50.6
43	COc1cc(NC(=O)c2ccco2)ccc1N1CCCCC1=O	i	0.083	46.7
44	Cc1cc(C)n(CCN2CCN(C(=O)c3cc4ccccc4o3)CC2)n1	i	0.0835	49.0
45	CC(C)(C)c1ccc(C(=O)N2CCC3(CC2)CC(=O)c2ccccc2O3)cc1	i	0.0887	57.5
46	COC(=O)c1sccc1S(=O)(=O)Nc1ccc(CC(=O)NCC(F)(F)F)cc1	i	0.0776	31.0
47	COc1ccc(C(=O)N2CCN(c3ncnc4c3nnn4-c3ccc(C)cc3)CC2)c(OC)c1	i	0.036	55.1
48	CC(C)NC(=O)c1ccc(Cn2c(SCC(N)=O)nc3ccccc3c2=O)cc1	i	0.0996	79.0
49	O=C(NCC1CCN(C(=O)COc2ccccc2)CC1)C(=O)Nc1ccc(F)c(Cl)c1	i	0.102	59.2
50	CN1CC(c2nc3ccccc3n2CCCc2ccccc2)CC1=O (configuration not stated)	i	0.0468	59.1

Next section:
#	Structure	GluA2 TARP mod	GluA2 TARP mod agonism max-min	GluA2 TARP mod glutamate slope
51	CCOC(=O)C1=C(C)N=c2s/c(=C/c3cnn(C)c3C)c(=O)n2C1c1ccccc1 (configuration not stated)	i	0.0591	46.6
52	COc1cccc(NC(=O)Cn2nc(-c3ccco3)c3sc(N4CCOCC4)nc3c2=O)c1	i	0.0977	55.2
53	C=CCSc1nnc(NC(=O)c2snnc2CC)s1	i	0.109	61.1
54	Cc1nnc2ccc(-c3cccc(NC(=O)Cc4ccccc4Cl)c3)nn12	i	0.101	43.4
55	CS(=O)(=O)N1CCCC1C(=O)Nc1nc2ccc(Cl)cc2s1 (configuration not stated)	i	0.161	52.9
56	COc1ccc(CCNC(=O)Nc2nnc(-c3ccc(F)cc3F)o2)cc1	i	0.0936	66.8
57	CCc1ccc(S(=O)(=O)N2CCN(c3ccc(-c4ccco4)nn3)CC2)s1	i	0.0347	37.1
58	O=C(CS(=O)(=O)Cc1ccccc1)Nc1ccc2c(c1)OCCO2	i	0.131	39.4
59	Cn1cc(C(=O)N2CCCC2)cc(NC(=O)c2c[nH]c3ccccc23)c1=O	i	0.0808	59.0
60	O=C(NC1CCCC(O)C1)c1cc(-c2ccccc2)on1 (configuration not stated)	i	0.107	80.8
61	O=C(Nc1ccccn1)c1ccc(Cl)c(S(=O)(=O)N2CCCCCC2)c1	i	0.0611	54.0
62	CSc1cccc(N2CC(c3nc4ccccc4n3CCCN(C)C)CC2=O)c1 (configuration not stated)	i	0.0932	76.1
63	O=C(/C=C/c1ccsc1)NCCC(O)C1CC1 (configuration not stated)	i	0.112	64.3
64	C(#Cc1ccccc1)CN1CCCCC1	i	0.0738	56.1
65	NC(=O)C1CCN(C(=O)C(=O)Nc2c3c(nn2-c2ccc(Cl)cc2)CSC3)CC1	i	0.031	54.8
66	Cc1cc(-c2nnc(SCC(=O)c3ccc(F)c(F)c3)o2)c(C)o1	i	0.0819	65.6
67	COc1ccc(S(=O)(=O)CC(=O)Nc2nc(-c3cc(Cl)sc3Cl)cs2)cc1	+	0.0382*	73.3*
68	Cc1ccc(N2C(=NC(=O)c3ccccc3)SC3CS(=O)(=O)CC32)cc1 (configuration not stated)	i	0.0334	37.4
69	COCCn1c(=O)c2c(nc(-n3nc(C)cc3C)n2CCCc2ccccc2)n(C)c1=O	i	0.0465	47.1
70	Cc1cc(C(=O)N(CC2CCCO2)c2nc3ccc(Cl)cc3s2)on1 (configuration not stated)	i	0.0377	26.0
71	Cc1c(C)c(C)c(S(=O)(=O)NCC(C)(O)c2ccc3c(c2)OCO3)c(C)c1C (configuration not stated)	i	0.117	42.9
72	COc1cccc(NS(=O)(=O)c2cc3c4c(c2)CCC(=O)N4CCC3)c1	i	0.0926	64.8
73	COc1ccccc1N1CCCn2c1nc1c2c(=O)n(CCCc2ccccc2)c(=O)n1C	i	0.0507	49.5
74	CCn1c(N=Nc2c(O)[nH]c3ccccc23)nc2c1c(=O)n(C)c(=O)n2C	i	0.124	70.7
75	COc1ccc(OC)c2sc(N3CCN(C(=O)Cc4ccc(S(C)(=O)=O)cc4)CC3)nc12	i	0.0998	48.7
76	CC(=O)Nc1ccc(OCC(O)CN(c2cccc3ccccc23)S(C)(=O)=O)cc1 (configuration not stated)	i	0.123	69.0
77	Cc1noc(C2CN(C(=O)CSc3nc4ccccc4s3)C2)n1	i	0.0999	57.8
78	O=C(CS(=O)(=O)c1cccs1)Nc1ccc2c(c1)OCO2	i	0.0791	39.2
79	O=C(CC1CCCC1)NCCn1ncc2c(N3CCN(c4ncccn4)CC3)ncnc21	i	0.12	65.5
80	CCOc1ccc2nc(N(Cc3ccco3)C(C)=O)sc2c1	i	0.0678	61.7
81	Cc1noc(C2CN(C(=O)c3ccc(=O)n(C)n3)C2)n1	i	0.168	59.7
82	Cc1cc(C)cc(OCC(=O)N2CCN(c3ccc4nnc(-c5ccco5)n4n3)CC2)c1	i	0.0854	39.0
83	Cn1cccc1C(CNC(=O)c1ccc(F)cc1)N1CCc2ccccc2C1 (configuration not stated)	i	0.0432	55.6
84	O=C(NCC1COC2(CCCCC2)O1)c1cccc2ccccc12 (configuration not stated)	i	0.0773	79.5
85	CCNS(=O)(=O)c1c(C)cc(C)c(N(C)S(=O)(=O)c2ccccc2)c1C	i	0.065	60.8
86	O=C(NCC1CCN(C(=O)c2cc3ccccc3o2)CC1)c1ccc(C(F)(F)F)cc1	i	0.039	39.9
87	Cc1c(Cl)ccc2sc(N(CCN3CCOCC3)C(=O)CCc3ccccc3)nc12	i	0.0359	51.8
88	C=CCn1c(=O)c2c(nc3n(-c4ccccc4OC)c(C)c(C)n23)n(C)c1=O	i	0.107	61.2
89	CC(C)Cn1c(=O)c2nscc2n(CC(=O)NC2CCCC2)c1=O	i	0.105	51.1
90	O=C(c1cnccn1)N1CC(C(=O)N2CCN(c3ccccn3)CC2)C1	i	0.0652	52.3
91	Cc1ccc(C)c(C(=O)NCC2CCN(c3ncccn3)CC2)c1	i	0.091	56.5
92	Cc1cn2c3c(=O)n(Cc4ccc(Cl)cc4)c(=O)n(C)c3nc2n1CCCN(C)C	i	0.203	47.2
93	Cc1cc(C)cc(C(=O)Nc2cccc(N3CCCCC3=O)c2)c1	i	0.101	60.4
94	CC(C)(C)n1nc2c(c1NC(=O)c1ccc(Br)o1)CS(=O)C2 (configuration not stated)	i	0.048	52.3
95	O=C(NCC1CCN(S(=O)(=O)C2CC2)CC1)Nc1ccccc1C(F)(F)F	i	0.0464	26.4
96	O=C(NCCC1=CCCCC1)C1CCCN(c2cc(-n3cccn3)ncn2)C1 (configuration not stated)	i	0.0816	50.1
97	COc1ccc(S(=O)(=O)CCCC(=O)Nc2nc3ccc4nc(C)sc4c3s2)cc1	i	0.0956	49.5
98	Cc1nn(C2CCS(=O)(=O)C2)c2nc(-c3cccs3)cc(C(=O)Nc3ccc(F)cc3)c12 (configuration not stated)	i	0.0557	31.5
99	O=C(NCc1cccs1)Nc1ccc2c(c1)C(=O)N1CCCCC1CCO2 (configuration not stated)	i	0.0949	56.6

Part of the list above, with two lines to a compound.
The line under a structure holds: GluA2 TARP mod, GluA2 TARP mod agonism max-min, GluA2 TARP mod glutamate slope
76) CC(=O)Nc1ccc(OCC(O)CN(c2cccc3ccccc23)S(C)(=O)=O)cc1 (configuration not stated)
  i, 0.123, 69.0
77) Cc1noc(C2CN(C(=O)CSc3nc4ccccc4s3)C2)n1
  i, 0.0999, 57.8
78) O=C(CS(=O)(=O)c1cccs1)Nc1ccc2c(c1)OCO2
  i, 0.0791, 39.2
79) O=C(CC1CCCC1)NCCn1ncc2c(N3CCN(c4ncccn4)CC3)ncnc21
  i, 0.12, 65.5
80) CCOc1ccc2nc(N(Cc3ccco3)C(C)=O)sc2c1
  i, 0.0678, 61.7
81) Cc1noc(C2CN(C(=O)c3ccc(=O)n(C)n3)C2)n1
  i, 0.168, 59.7
82) Cc1cc(C)cc(OCC(=O)N2CCN(c3ccc4nnc(-c5ccco5)n4n3)CC2)c1
  i, 0.0854, 39.0
83) Cn1cccc1C(CNC(=O)c1ccc(F)cc1)N1CCc2ccccc2C1 (configuration not stated)
  i, 0.0432, 55.6
84) O=C(NCC1COC2(CCCCC2)O1)c1cccc2ccccc12 (configuration not stated)
  i, 0.0773, 79.5
85) CCNS(=O)(=O)c1c(C)cc(C)c(N(C)S(=O)(=O)c2ccccc2)c1C
  i, 0.065, 60.8
86) O=C(NCC1CCN(C(=O)c2cc3ccccc3o2)CC1)c1ccc(C(F)(F)F)cc1
  i, 0.039, 39.9
87) Cc1c(Cl)ccc2sc(N(CCN3CCOCC3)C(=O)CCc3ccccc3)nc12
  i, 0.0359, 51.8
